# Growth percent in the NCI-60 one-dose screen (48 h, 10 µM unless noted): 100 = growth as untreated, 0 = no growth, -100 = all killed.
# UACC-62 – UACC-62 melanoma; actives 5.4% (n = 81,000)
# SK-MEL-28 – SK-MEL-28 melanoma; actives 4.1% (n = 81,000); AID 1794761
# MDA-MB-435 – MDA-MB-435 melanoma | actives 7.8% (n = 82,000) | AID 1794794
# SK-MEL-2 – SK-MEL-2 melanoma; actives 4.7% (n = 77,000); AID 1794763
# SK-MEL-5 – SK-MEL-5 melanoma; actives 6.4% (n = 80,000); AID 1794755
# LOX IMVI – LOX IMVI melanoma | actives 7.4% (n = 79,000) | AID 1794757
# MALME-3M – MALME-3M melanoma. actives 5.8% (n = 78,000)
# UACC-257 – UACC-257 melanoma | actives 4.4% (n = 78,000) | AID 1794764
# * hit, by the source's call; / = not tested or not shown; & = joins results of further samples. How the source made its calls: active means growth percent below 10; inactive means the rest.
SMILES,UACC-62,SK-MEL-28,MDA-MB-435,SK-MEL-2,SK-MEL-5,LOX IMVI,MALME-3M,UACC-257
CC(=O)[C@H]1CCC2C3CC=C4C[C@@H](OC(=O)CCC(=O)O)CC[C@]4(C)C3CC[C@@]21C (some centres not stated),87,102,99,109,105,88,97,94
O=C(/C=C/c1cnc[nH]1)N1CCc2ccc([N+](=O)[O-])cc2C1,102,104,100,132,108,94,95,105
CCCN(C(C)=O)c1ccccc1,106,114,117,/,113,110,119,110
CC1=C(C#N)C2=NNC(=O)C(=O)NN2C(c2ccccc2)=C1,93,105,102,111,107,108,95,94
CNc1ncnc2c1cnn2-c1ccc(Cl)cc1,102,103,97,115,93,95,98,108
COc1cc(C)c2sc3ccccc3c(=O)c2c1NCCN(C)C,-90*,54,12,121,37,26,39,-23*
COc1ccc(C2C(C#N)=C(/N=C/c3ccc(Cl)cc3)Oc3c2sc2c(C)cccc32)cc1 (configuration not stated),23,62,-24*,-13*,28,42,50,71
CC(C)(C)c1cn2cccc(C(=O)N3CCN(CC(=O)Nc4ccc(Cl)cc4C(=O)c4ccccc4Cl)CC3)c2n1,58,90,63,65,13,63,86,/
COc1ccc(-c2nn(-c3cccc(Cl)c3)cc2/C=C/C(=O)c2ccc(Br)cc2)cc1,86,108,98,96,87,91,93,103
O=C(c1ccccc1)c1ccc(Oc2ccc([N+](=O)[O-])cc2[N+](=O)[O-])cc1,62,101,-44*,35,32,6.0*,70,71
S=c1[nH]nc(NC2CCCCC2)s1,107&115,108&111,105&112,102&105,103&100,98&106,95&96,99&110
CCOC(=O)c1cc(C(=O)c2cc(OC)cc(OC)c2)n2ccc(-c3ccccn3)cc12,98,104,101,94,93,104,100,102
Cc1ccc(S(=O)(=O)C/C(=N\NC(=O)c2ccc(S(N)(=O)=O)cc2)c2cc3ccccc3o2)cc1,80,99,95,100,92,97,95,90
CCC1=C(C)C(=O)[C@H](C)[C@@H](C(C)[C@@H]2OC(CC)=C(C)C(=O)[C@@H]2C)O1 (some centres not stated),82,/,93,93,83,88,96,143
COc1ccc(CCNC(=O)c2cc(-c3cc(Cl)cc(Cl)c3)oc2C)cc1,56,98,84,84,95,66,104,93
Cn1cc(-c2cc3c(Nc4ccc(CC(=O)Nc5cc(C(C)(C)C)on5)cc4)ncnc3[nH]2)cn1,-80*,-18*,-0.3*,-81*,1.2*,2.4*,-23*,-16*
COC(=O)C1CCC(NNC(=O)c2ccccc2)=N1 (configuration not stated),102,98,107,101,108,92,102,100
Cn1cc(-c2nc(-c3ccsc3)cs2)c2cc(Br)ccc21,84,104,95,95,90,83,109,/
CCCCCCCCCCCC(=O)c1c(O)cc(C)oc1=O,74,89,89,98,74,80,/,95
O=S(=O)(NCC(F)F)c1ccc(-c2cnc(C3CC3)o2)cc1,87,98,100,104,102,96,95,92
Nc1c(C(=O)c2ccccc2)sc2nc(-c3cccs3)ccc12,12,73,-5.5*,44,17,45,73,/
O=C1CCn2c(=O)cc(-c3ccccc3)c3cccc1c32,95,100,108,97,103,108,112,90
Cc1ccc(S(=O)(=O)Nc2cncnc2NS(=O)(=O)c2ccc(C)cc2)cc1,92,105,103,106,106,105,/,101
N#Cc1ccccc1-c1ccc(CN2C(=O)S/C(=C\c3ccc(O)cc3)C2=O)cc1,89,109,91,106,94,102,103,95
Cn1c2c(c(=O)n(C)c1=O)C1(C(=O)Nc3ccccc31)c1c(n(C)c(=O)n(C)c1=O)N2,100,109,107,99,/,100,99,122
CO[C@H]1/C=C(/C)CCC[C@H](C)[C@H](O)[C@@H](C)C(=O)C(C)(C)[C@@H](O)CC(=O)O[C@@H]1/C(C)=C/c1csc(C)n1,37,40,-35*,-5.7*,21,14,45,56
Cc1ccc(N2CCN(CC(O)COc3cccc(C)c3)CC2)cc1 (configuration not stated),101,126,111,/,107,102,144,143
N/C(=N\C(N)=N\c1nc2ccccc2s1)c1ccc(Cl)cc1,82,95,96,97,100,21,90,105
CCN(CC)CCOc1cccc2c1C(=O)c1ccccc1C2=O,95,111,100,92,94,84,115,94
Cn1cc(-c2ccc3occ(-c4cccc(-c5ccncc5)c4)c3n2)cn1,-16*,31,-2.7*,-1.7*,-46*,15,21,41

# Part of the list above, as labelled records:
N/C(=N\C(N)=N\c1nc2ccccc2s1)c1ccc(Cl)cc1
  UACC-62 = 82
  SK-MEL-28 = 95
  MDA-MB-435 = 96
  SK-MEL-2 = 97
  SK-MEL-5 = 100
  LOX IMVI = 21
  MALME-3M = 90
  UACC-257 = 105

CCN(CC)CCOc1cccc2c1C(=O)c1ccccc1C2=O
  UACC-62 = 95
  SK-MEL-28 = 111
  MDA-MB-435 = 100
  SK-MEL-2 = 92
  SK-MEL-5 = 94
  LOX IMVI = 84
  MALME-3M = 115
  UACC-257 = 94

# (cont.)
SMILES,UACC-62,SK-MEL-28,MDA-MB-435,SK-MEL-2,SK-MEL-5,LOX IMVI,MALME-3M,UACC-257
O=C1C=COC2(C1)C(=O)Nc1ccccc12 (configuration not stated),96,107,104,115,101,95,99,112
Cn1cc(CCc2cc[n+](CCC[N+](C)(C)C)cc2)c2ccccc21,93,110,107,93,102,90,95,65
c1ccc(-n2c3ccccc3c3ccccc32)cc1,89,127,120,94,105,97,128,123
CCCCCCCCP(CCCCCCCC)CCCCCCCC,93,105,121,101,101,92,127,103
CC1CCCC(O)(C(C(=O)O)c2ccccc2)C1 (configuration not stated),95,108,105,107,105,95,/,75
COc1cc(C2=C(CN)C(O)n3c(-c4ccccc4)cnc3N2)cc(OC)c1OC (configuration not stated),82,98,84,96,92,89,90,91
COC(=O)/C(CCC=C(C)C)=C1\[C@@H](OC(C)=O)C[C@@]2(C)[C@H]1C[C@@H](O)[C@H]1[C@@]3(C)CC[C@H](NCCCNCCCCN)[C@@H](C)[C@@H]3CC[C@@]12C,98,104,92,114,96,86,95,99
S=C(SSC(=S)N(c1ccccc1)c1ccccc1)N(c1ccccc1)c1ccccc1,103,111,104,95,102,95,99,82
O=C(Cc1c(F)cccc1Cl)Nc1ccc(S(=O)(=O)Nc2ncccn2)cc1,107,122,101,73,100,93,124,/
Cc1ccc(-c2cc3nc(C(Cl)Cl)nc(-c4ccccc4F)n3n2)cc1,84,94,47,101,91,/,94,109
COc1cc(CNC(=O)/C=C/c2ccc3c(c2)OCO3)ccc1OCc1cn(-c2ccccc2[N+](=O)[O-])nn1,80,101,104,118,95,/,87,119
CC(=O)Nc1nc(-c2n[nH]c(=S)n2-c2ccc(Oc3ccccc3)cc2)cs1,101,124,107,113,100,104,105,105
Cc1nc2ccc(OCc3cn(-c4ccc(F)c(Cl)c4)nn3)cc2c(=O)n1-c1ccccc1,99,110,106,116,90,104,112,103
Cc1ccc2c(n1)C(=O)C(Br)=C(CC(C)C)C2=O,94,105,104,110,98,98,100,85
O=C(CCl)Oc1ccc(C2CCCCC2)cc1,101,114,105,107,/,102,114,109
Cc1ccc(C(C)C)cc1NC(=O)c1ccccc1O,9.8*,31,45,25,-46*,40,10.0*,29
COc1cc(-c2c(C#N)nnn2-c2cccc(Cl)c2)cc(OC)c1OC,91,93,99,94,92,102,85,91
NC(CSC(c1ccccc1)(c1ccccc1)c1ccc(F)cc1)C(=O)O (configuration not stated),36,59,-47*,-31*,15,46,31,-15*
COc1ccc(OC)c(NC(=O)CSC(N)=O)c1,96,105,99,106,95,92,102,101
COc1ccc(/C=N\NC(=O)c2ccncc2)cc1O,100,104,99,91,92,97,79,89
C=C(C)[C@@H]1CC[C@]2(C(=O)N3CCN(C)CC3)CC[C@]3(C)[C@H](CC[C@@H]4[C@@]5(C)C/C(=C/O)C(=O)C(C)(C)[C@@H]5CC[C@]43C)[C@@H]12,98,106,100,108,99,100,99,106
Cc1oc2ccccc2c(=O)c1C(=O)c1ccc(O)cc1,101,110,100,99,103,93,192,100
Cc1ccc(S(=O)(=O)NC(=O)Nc2nccs2)cc1,93,127,162,109,103,97,105,101
Clc1nc2ccccc2n2c1nc1ccccc12,86,98,99,92,97,65,96,89
CC(=O)Oc1c(Cl)cc(Cl)c(Cl)c1[N+](=O)[O-],105,109,97,112,123,/,106,96
COc1ccc(/C=C/C(=O)Nc2ccc(-c3nc4ccc(OC)cc4s3)cc2)cc1,108,111,102,105,104,92,/,111
O=C1NC(=O)C(c2cc(-c3cc4ccccc4[nH]3)no2)C(=O)N1,101,118,110,97,86,101,101,91
O=C(CSc1nnc(-c2ccc(-c3nc4ccccc4[nH]3)cc2)o1)Nc1ccc(Br)cc1,30,-64*,18,41,22,-85*,32,62
C/C(Cc1ccccc1)=N\NC(N)=S,102,109,107,108,101,96,89,74
COc1ccc(CCNC=O)cc1OC,103,106,103,105,95,98,90,108

# Structural class: the entries above containing a halogen
SMILES,UACC-62,SK-MEL-28,MDA-MB-435,SK-MEL-2,SK-MEL-5,LOX IMVI,MALME-3M,UACC-257
CNc1ncnc2c1cnn2-c1ccc(Cl)cc1,102,103,97,115,93,95,98,108
COc1ccc(C2C(C#N)=C(/N=C/c3ccc(Cl)cc3)Oc3c2sc2c(C)cccc32)cc1 (configuration not stated),23,62,-24*,-13*,28,42,50,71
CC(C)(C)c1cn2cccc(C(=O)N3CCN(CC(=O)Nc4ccc(Cl)cc4C(=O)c4ccccc4Cl)CC3)c2n1,58,90,63,65,13,63,86,/
COc1ccc(-c2nn(-c3cccc(Cl)c3)cc2/C=C/C(=O)c2ccc(Br)cc2)cc1,86,108,98,96,87,91,93,103
COc1ccc(CCNC(=O)c2cc(-c3cc(Cl)cc(Cl)c3)oc2C)cc1,56,98,84,84,95,66,104,93
Cn1cc(-c2nc(-c3ccsc3)cs2)c2cc(Br)ccc21,84,104,95,95,90,83,109,/
O=S(=O)(NCC(F)F)c1ccc(-c2cnc(C3CC3)o2)cc1,87,98,100,104,102,96,95,92
N/C(=N\C(N)=N\c1nc2ccccc2s1)c1ccc(Cl)cc1,82,95,96,97,100,21,90,105
O=C(Cc1c(F)cccc1Cl)Nc1ccc(S(=O)(=O)Nc2ncccn2)cc1,107,122,101,73,100,93,124,/
Cc1ccc(-c2cc3nc(C(Cl)Cl)nc(-c4ccccc4F)n3n2)cc1,84,94,47,101,91,/,94,109
Cc1nc2ccc(OCc3cn(-c4ccc(F)c(Cl)c4)nn3)cc2c(=O)n1-c1ccccc1,99,110,106,116,90,104,112,103
Cc1ccc2c(n1)C(=O)C(Br)=C(CC(C)C)C2=O,94,105,104,110,98,98,100,85
O=C(CCl)Oc1ccc(C2CCCCC2)cc1,101,114,105,107,/,102,114,109
COc1cc(-c2c(C#N)nnn2-c2cccc(Cl)c2)cc(OC)c1OC,91,93,99,94,92,102,85,91
NC(CSC(c1ccccc1)(c1ccccc1)c1ccc(F)cc1)C(=O)O (configuration not stated),36,59,-47*,-31*,15,46,31,-15*
Clc1nc2ccccc2n2c1nc1ccccc12,86,98,99,92,97,65,96,89
CC(=O)Oc1c(Cl)cc(Cl)c(Cl)c1[N+](=O)[O-],105,109,97,112,123,/,106,96
O=C(CSc1nnc(-c2ccc(-c3nc4ccccc4[nH]3)cc2)o1)Nc1ccc(Br)cc1,30,-64*,18,41,22,-85*,32,62

# Compounds were not picked by outcome (roughly 12% active in at least one column).
